# Pin1 inhibitor: qHTS Assay to Find Inhibitors of Pin1 | Peptidyl-prolyl cis-trans isomerase NIMA-interacting 1 (Homo sapiens), Q13526 | Pin1 FP peptide displacement, HiFluor488, 10 min | Potency, µM (highest dose often 115 µM), inactives show at the highest dose activity, negative = inhibition, usual class: inhibitors | 0.009% of 390,000 active | AID 504891, 2011; active = well fitted inhibition curve with a large enough effect in the polarisation, with a control signal flat, not every such curve was filed as active; inconclusive = small, poorly fitted or top-dose-only effect, or effect the other way, or a change in a side signal; inactive = no such curve, though single readings can be large or run the other way; the % refers to the polarisation; also: potency is read from the fitted curve at half-maximal effect; % is scaled to controls: 0 for no effect and ±100 for the full control effect
# TrxR1 substrate: qHTS Assay for Substrates of Mammalian Selenoprotein Thioredoxin Reductase 1 (TrxR1): qHTS. 0.01% of 390,000 active. Potency, µM (titrated, usually from 114 µM), without a hit: top-dose activity change, negative = substrate turnover. AID 588456, 2011. purified TrxR1 substrate turnover, NADPH consumption readout; also: potency is read from the fitted curve at half-maximal effect; % is scaled to controls: 0 for no effect and ±100 for the full control effect; nearly all actives have a fitted effect of over 50% in size
#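 Rat TrxR1, dispensed at 90 nM, was prereduced with 400 uM NADPH (final) for 5 min at ~22 deg C, then incubated with compound 15 min before 400 uM selenite. A first-read NADPH fluorescence drop versus no-compound background flagged substrates.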
# USP1-UAF1 inh: Inhibitors of USP1/UAF1: Primary Screen; recombinant USP1/UAF1, Ub-Rhodamine cleavage fluorescence; Potency, µM (series often up to 57.1 µM), for the others: at the highest dose activity change, negative = inhibition, most hits filed as inhibitors; 0.23% of 390,000 active; also: potency is read from the fitted curve at half-maximal effect; % is scaled to controls: 0 for no effect and ±100 for the full control effect; nearly all actives have a fitted effect of over 60% in size; inactives centre near -12
# Target sequence (O94782 whole entry, looked up): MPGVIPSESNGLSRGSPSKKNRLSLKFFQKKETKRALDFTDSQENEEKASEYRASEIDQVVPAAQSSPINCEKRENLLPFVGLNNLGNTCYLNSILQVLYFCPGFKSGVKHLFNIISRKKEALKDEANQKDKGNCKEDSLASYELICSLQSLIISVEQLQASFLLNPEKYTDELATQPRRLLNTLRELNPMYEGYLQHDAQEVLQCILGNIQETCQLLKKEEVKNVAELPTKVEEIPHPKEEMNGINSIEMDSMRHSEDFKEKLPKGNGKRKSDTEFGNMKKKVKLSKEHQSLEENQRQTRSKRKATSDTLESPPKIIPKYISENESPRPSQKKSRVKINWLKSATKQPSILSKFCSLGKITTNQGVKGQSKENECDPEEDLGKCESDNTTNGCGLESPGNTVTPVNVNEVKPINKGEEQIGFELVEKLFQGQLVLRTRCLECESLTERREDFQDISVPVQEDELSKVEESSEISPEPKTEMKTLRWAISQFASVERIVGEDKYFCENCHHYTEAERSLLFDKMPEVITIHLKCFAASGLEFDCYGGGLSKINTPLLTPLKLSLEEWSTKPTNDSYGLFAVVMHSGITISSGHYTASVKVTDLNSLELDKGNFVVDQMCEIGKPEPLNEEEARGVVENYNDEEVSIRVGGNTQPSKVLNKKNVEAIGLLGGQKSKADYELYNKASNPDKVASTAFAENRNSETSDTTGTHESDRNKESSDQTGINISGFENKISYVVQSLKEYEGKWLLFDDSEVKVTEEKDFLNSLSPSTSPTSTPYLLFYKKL
#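 In this screen, compounds sit with the deubiquitinase complex (1nM) for 15 min at room temperature before Ub-Rho is added at 150nM final. Fluorescence rise is then followed for 6 reads every 60 seconds.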
# GLS inhibitor: qHTS for Inhibitors of Glutaminase (GLS). Glutaminase kidney isoform, mitochondrial (Homo sapiens), O94925. GLS enzymatic activity, qHTS titration. Potency, µM (series often up to 45.5 µM), inactives show at the highest dose activity change, negative = inhibition, most hits filed as inhibitors. 0.21% of 410,000 active; also: potency is read from the fitted curve at half-maximal effect; % is scaled to controls: 0 for no effect and ±100 for the full control effect
#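 hKGA in 45 mM KH2PO4 pH 8.2, 0.02% Tween-20 with pin-transferred compounds; 1 mM L-glutamine (stock) plus glutamate oxidase/HRP/Amplex Red coupling added. Fluorescence read initially and after 30 min at RT.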
# Tb PGK inh: qHTS Assay to Find Inhibitors of Phosphoglycerate Kinase; PGK/GAPDH coupled, Kinase-Glo luminescence, 60 min; Potency, µM (highest dose often 57.5 µM), for inactives: at the top dose activity change, negative = inhibition, most hits filed as inhibitors; 0.043% of 380,000 active; also: potency is read from the fitted curve at half-maximal effect; % is scaled to controls: 0 for no effect and ±100 for the full control effect; nearly all actives have a fitted effect of over 60% in size
#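 Recombinant glycosomal PGK reaction used 1,3-bisphosphoglycerate generated in-well by GAPDH (100nM final) in 100mM TEA pH 7.6, 5mM MgCl2, 0.01% Tween-20. After 60 minutes at room temperature, ATP was read by Kinase-Glo Plus luminescence end-point.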
# HP1b chromo inh: HTS for Inhibitors of HP1-beta Chromodomain Interactions with Methylated Histone Tails. Chromobox protein homolog 1 (Homo sapiens), P83916. AlphaScreen HP1-beta / biotin-H3K9me3 peptide binding. Potency, µM (titrated, usually from 114 µM), without a hit: top-dose activity change, negative = inhibition, actives largely listed as inhibitors. 0.56% of 390,000 active; also: potency is read from the fitted curve at half-maximal effect; nearly all actives have a fitted effect of over 70% in size; inactives centre near 23
# Target sequence (P83916 whole entry, looked up): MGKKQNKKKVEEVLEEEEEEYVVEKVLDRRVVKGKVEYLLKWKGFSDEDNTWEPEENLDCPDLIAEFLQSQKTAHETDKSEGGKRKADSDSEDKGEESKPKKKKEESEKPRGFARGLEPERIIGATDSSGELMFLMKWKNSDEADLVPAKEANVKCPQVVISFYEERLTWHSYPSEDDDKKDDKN
#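 HP1-beta protein (50 nM final) preincubated 30 min at room temperature with biotinylated H3(1-18)K9me3 peptide (50 nM) in PBS pH 7.4, 0.01% Tween-20, then compound added for 30 min. AlphaScreen streptavidin donor/nickel chelate acceptor beads (10 ug/mL final), 30 min dark, luminescence read.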
# mIDH1 inhibitor: qHTS for Inhibitors of mutant isocitrate dehydrogenase 1 (IDH1): qHTS; IDH1-R132H enzyme, NADPH consumption, diaphorase/resazurin fluorescence; Potency, µM (top dose mostly 76.6 µM), for the others: top-dose activity change, negative = inhibition, most hits filed as inhibitors; 0.093% of 390,000 active; AID 602179, 2012; also: potency is read from the fitted curve at half-maximal effect; % is scaled to controls: 0 for no effect and ±100 for the full control effect; nearly all actives have a fitted effect of over 65% in size
#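 IDH1-R132H (0.5 ug/mL) preincubated 30 min with compound, then NADPH (0.016 mM) and alpha-KG (2 mM) added; 80 min at RT, pH 7.5. Remaining NADPH coupled via diaphorase/resazurin to fluorescence (540/590 nm); concentration-response curves normalized to no-enzyme control.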
# rTrxR1 inhibitor: qHTS Assay for Inhibitors of Mammalian Selenoprotein Thioredoxin Reductase 1 (TrxR1): qHTS; Thioredoxin reductase 1, cytoplasmic (Rattus norvegicus), O89049; recombinant rTrxR1, NADPH fluorescence consumption, selenite substrate; Potency, µM (highest dose often 114 µM), inactives show at the top dose activity change, negative = inhibition, most hits filed as inhibitors; 1% of 390,000 active; AID 588453, 2011; also: potency is read from the fitted curve at half-maximal effect; % is scaled to controls: 0 for no effect and ±100 for the full control effect; nearly all actives have a fitted effect of over 65% in size
#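 Rat TrxR1 (90 nM in the dispensed reagent) was pre-reduced with 400 uM NADPH for 5 min at room temperature, then incubated with compound for 15 min. After 400 uM selenite was added, NADPH fluorescence (Ex 340/Em 450 nm) was followed for 8 min.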
# PI4K2A inh: qHTS for small molecular inhibitors of PI4K2A; Phosphatidylinositol 4-kinase type 2-alpha (Homo sapiens), Q9BTU6; purified PI4K2A, ADP-Glo luminescence, 1 h; active compounds read low; activity change, negative = inhibition, % at 76.9 µM; 0.13% of 420,000 active; in the data active = activity change below about -50%; inconclusive = mostly about -30% to -49%;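 also: -100% = wells without enzyme as full effect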
#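 PI4K2A activity was measured by ADP-Glo luminescence: enzyme (4 ug/mL stock) and phosphatidylinositol (1.2 mM stock) in Tris pH 7.5/MgCl2/EGTA/Triton X-100 buffer were reacted with ATP (300 microM stock) for one hour at ambient temperature.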
# * = called active by the depositor; i = inactive; ? = inconclusive; / = no result given; & = joins results of further samples; [ ] = another dose, or the depositor's remark. Unless noted, calls follow the shape of the dose curve; as a rule, active = well fitted curve in the direction sought with a large enough effect; inconclusive = small, poorly fitted or top-dose-only effect, or another doubt; inactive = no such curve, though single readings can be large; an effect the other way counts as inactive or inconclusive.
[1] N#Cc1nc(Cc2cccc3ccccc23)oc1NCCN1CCOCC1
[2] CC(C)[C@H](NC(=O)OC(C)(C)C)C(=O)N1CCC(C(=O)N[C@@H](C)C(=O)Nc2ccc(F)cc2)CC1
[3] COc1ccc(OCC(=O)N2CCN(S(=O)(=O)c3ccc(Cl)cc3)CC2)cc1
[4] C=CCOc1cccc(C2C(C(=O)c3ccc(C)o3)=C(O)C(=O)N2CCN2CCOCC2)c1 (centres undefined)
[5] CCOc1ccc(C(=O)Nc2ccc(S(=O)(=O)N3CCCCC3c3cccnc3)cc2)cc1 (centres undefined)
[6] COc1ccc(C(C)=O)cc1CSc1ccc(S(=O)(=O)N2CCOCC2)cn1
[7] COc1ccccc1CN(Cc1c(Cl)cccc1Cl)S(=O)(=O)c1ccc(Br)cc1
[8] CCOC(=O)c1c(C)nc2c(c(SC)nn2-c2ccccc2)c1N
entry no.,1,2,3,4,5,6,7,8
mIDH1 inhibitor,13%,8%,0%,2%,0%,12%,8%,-3%
rTrxR1 inhibitor,15%,20%,17%,/,16%[57.1 µM],-12%,15%[57.1 µM],21%
GLS inhibitor,3%,0%,-9%,7%,1%,-1%,0%,4%
PI4K2A inh,2,5,0,-3,0,-3,-6,-5
TrxR1 substrate,2%,2%,-7%,/,-1%[57.1 µM],-3%,5%[57.1 µM],18%
Tb PGK inh,i,/,/,3%,0%,-1%,1%,-5%
Pin1 inhibitor,-6%,-2%,-1%,/,16%,33%[activator],3%,-14%
USP1-UAF1 inh,-12%,7%,-15%,1%,?,-12%,17%,-4%
HP1b chromo inh,-16%,18%,28%,/,10%[57 µM],37%,37%,35%[activator]

[9] O=C(N1CCCC1)C12CC3CC(C1)CC(C(=O)N1CCCC1)(C3)C2
[10] O=c1c([N+](=O)[O-])c(N2CCOCC2)c2ccccc2n1-c1ccccc1
[11] O=C(CN1C(=O)NC2(CCCCCC2)C1=O)NC1CCCCCCC1
[12] C[C@H](CO)NC(=O)c1nc[nH]c1C(=O)N[C@@H](C)c1ccccc1
[13] O=C(NNC1=Nc2ccccc2SC1)c1ccccc1F
[14] Cc1nn(C)c2c1c(C(F)(F)F)cc(=O)n2CC(=O)Nc1ccc(F)cc1F
[15] Cc1noc(C)c1CSCC(=O)Nc1nc2ccc(F)cc2s1
[16] Fc1ccc(-n2c(-c3ccc4ccccc4n3)n[nH]c2=S)cc1
entry no.,9,10,11,12,13,14,15,16
mIDH1 inhibitor,5%,9%,-2%,-4%,-5%,9%,0%,2%
rTrxR1 inhibitor,7%[57.1 µM],13%,9%,/,1%[11.4 µM],0%[57.1 µM],6%,?
GLS inhibitor,10%,-8%,-4%,-1%,-12%,-7%,17%,-8%
PI4K2A inh,-1,5,-1,-14,-3,2,-1,6
TrxR1 substrate,-11%[57.1 µM],3%,-4%,/,6%[57.1 µM],0%[57.1 µM],-6%,-3%
Tb PGK inh,-1%,i,-10%,i,-1%,0%,4%,i
Pin1 inhibitor,-17%,3%,5%,/,1%,6%,16%,1%
USP1-UAF1 inh,-10%,-15%,-12%,-15%,-3%,6%,-6%,-14%
HP1b chromo inh,43%[activator],69%[activator],36%,/,31%,-11%,29%,21%

[17] O=C(CCCN1C(=O)c2ccccc2C1=O)NCCC1=CCCCC1
[18] CCOC(=O)C1CCCNC1=O (centres undefined)
[19] CCn1nnnc1SCC(=O)N1CCN(Cc2ccc3c(c2)OCCO3)CC1
[20] COc1cc(OC)cc(C(=O)Nc2ccc(C(=O)c3ccncc3)cc2)c1
[21] COc1ccccc1OCc1nc(C#N)c(NCCCn2ccnc2)o1
[22] CCc1cc(OCCCCNCc2ccccc2)ccc1Cl
[23] C/C(=N\NC(=O)c1cccc2ccccc12)c1ccccn1
[24] CCC(C)NC(=O)CCSc1nc(-c2ccc(OC)cc2)cc(C(F)(F)F)n1 (centres undefined)
entry no.,17,18,19,20,21,22,23,24
mIDH1 inhibitor,2%,2%,4%,9%,3%,0%,-1%,15%
rTrxR1 inhibitor,9%,6%[57.1 µM],8%,-8%,-16%,-36%,18%,20%
GLS inhibitor,-4%,-2%,0%,-5%,20%,-5%,0%,0%
PI4K2A inh,-2,19,-4,0,-5,0,-1,4
TrxR1 substrate,-9%,5%[57.1 µM],7%,-8%,-9%,-18%,2%,6%
Tb PGK inh,-2%,7%,i,-1%,8%,-7%,-8%,1%
Pin1 inhibitor,-3%,0%,-4%,0%,0%,-1%,-7%,-4%
USP1-UAF1 inh,14%,-10%,-12%,-7%,4%,-10%,-27%,-19%
HP1b chromo inh,2%,15%,27%,38%,44%[activator],25%,16%,62%[activator]

# Complete entries, quoted from the list:
# `CCn1nnnc1SCC(=O)N1CCN(Cc2ccc3c(c2)OCCO3)CC1` as listed: mIDH1 inhibitor = 4%; rTrxR1 inhibitor = 8%; GLS inhibitor = 0%; PI4K2A inh = -4; TrxR1 substrate = 7%; Tb PGK inh = i; Pin1 inhibitor = -4%; USP1-UAF1 inh = -12%; HP1b chromo inh = 27%
# `CCOC(=O)C1CCCNC1=O` (centres undefined) as listed: mIDH1 inhibitor = 2%; rTrxR1 inhibitor = 6%[57.1 µM]; GLS inhibitor = -2%; PI4K2A inh = 19; TrxR1 substrate = 5%[57.1 µM]; Tb PGK inh = 7%; Pin1 inhibitor = 0%; USP1-UAF1 inh = -10%; HP1b chromo inh = 15%

# Remaining list, next part.
[25] Cc1ccc(N2C(N)=C(C#N)C(c3cc(CN4CCOCC4)cs3)C3=C2CC(C)(C)CC3=O)cc1 (centres undefined)
[26] O=C(NCC1CC1)c1ccc2c(c1)S(=O)(=O)c1cc(Cl)ccc1C2=O
[27] COc1cc(CN2CCc3nc(N4CCN(c5ncccn5)CC4)ncc3C2)cc(OC)c1OC
[28] Cc1ccc(C(=O)NCC(=O)OCC(=O)c2ccc(Br)s2)cc1
[29] COc1ccc(NC(=O)Cn2c(CCC(=O)O)ccc2-c2ccccc2)cc1
[30] CC(=O)c1ccc(OCC(=O)OCC(=O)NCc2ccco2)cc1
[31] CN1CCc2c(sc(NC(=O)C3CCCN3S(=O)(=O)c3ccc(Cl)s3)c2C(N)=O)C1 (centres undefined)
[32] Cn1c2c(c(=O)n(C)c1=O)CN(CCc1ccccc1)CN2
entry no.,25,26,27,28,29,30,31,32
mIDH1 inhibitor,-2%,-19%,-1%,12%,0%,2%,0%,-1%
rTrxR1 inhibitor,18%[57.1 µM],16%[57.1 µM],7%[57.1 µM],-3%,4%,-8%,4%[57.1 µM],22%[57.1 µM]
GLS inhibitor,-15%,1%,17%,6%,16%,-1%,20%,6%
PI4K2A inh,1,0,-1,-4,1,-4,-1,2
TrxR1 substrate,2%[57.1 µM],9%[57.1 µM],0%[57.1 µM],-6%,5%,2%,1%[57.1 µM],-9%
Tb PGK inh,-1%,2%,9%,-4%,-9%,-9%,-4%,-9%
Pin1 inhibitor,-6%,-10%,10%,0%,-2%,-3%,-9%,0%
USP1-UAF1 inh,-4%,-11%,-14%,-10%,-13%,-16%,-21%,-10%
HP1b chromo inh,25%,4%,-14%,-6%,22%,40%[activator],17%,24%

[33] COc1cc(/C=C/C(=O)N2CCC=CC2=O)cc(OC)c1OC
[34] COc1cc(OC)cc(C(=O)NC(=S)N2CCCCC2c2cccnc2)c1 (centres undefined)
[35] O=C(Nc1ccc(OC(F)(F)F)cc1)C1CCCCN1S(=O)(=O)c1ccccc1 (centres undefined)
[36] CC(C)Oc1ccc(C(=O)Nc2ccc(N(C)C)cc2)cc1
[37] COc1cccc(OC)c1C(=O)Nc1cccc(-c2nc3ccccc3[nH]2)c1
[38] Cc1cccc(-n2c(N)cc(=O)[nH]c2=S)c1C
[39] COC(=O)C1=C[C@@H](C(=O)OC)[C@@H]2C3=C(C(=O)C2(C)C)[C@H](C)n2c(=O)n(C)c(=O)n2[C@@H]3C1
[40] Clc1ccc2c(c1)C(N1CCNCC1)=Nc1ccccc1O2
entry no.,33,34,35,36,37,38,39,40
mIDH1 inhibitor,-4%,-10%,-5%,8%,13%,1%,/,33%[activator]
rTrxR1 inhibitor,1%,?,-5%,5%,19%[57.1 µM],-2%[57.1 µM],?,?
GLS inhibitor,-1%,27%,3%,4%,-3%,-5%,/,0%&-8%
PI4K2A inh,5,-3,6,-13,3,-5,/,2&4&3
TrxR1 substrate,-1%,-8%,-11%,-4%,-14%[57.1 µM],-7%[57.1 µM],-2%,3%[57.1 µM]
Tb PGK inh,i,-5%,0%,i,i,i,/,-9%
Pin1 inhibitor,-5%,-17%,1%,-1%,3%,-3%,-13%,-3%
USP1-UAF1 inh,-16%,-8%,-22%,?,-8%,-15%,/,-9%
HP1b chromo inh,31%,14%,43%[activator],-19%,25%,-4%,38%,16%

# Values by screen from above:
# HP1b chromo inh for nos. 36 to 39 → -19%, 25%, -4%, 38%

# This is a subset, so the mix of outcomes need not match the whole.
